Assay outcomes as filed in PubChem BioAssay.
RBBP9 inh – human RBBP9 inhibitors, primary screen, biochemical, fluorescence polarization, FP-Rh probe, HTS; actives 0.2% (n = 220,000); recombinant RBBP9; Serine hydrolase RBBP9 (Homo sapiens), O75884; inhibition, % at 7.94 µM; AID 1515, 2009;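 active = inhibition above the campaign mean of all tested compounds plus 3 SD, cut at about 14% in these data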;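 note: plate controls were DMSO wells with RBBP9 for no effect and wells lacking RBBP9 protein for full effect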
Target sequence (O75884 whole entry, looked up): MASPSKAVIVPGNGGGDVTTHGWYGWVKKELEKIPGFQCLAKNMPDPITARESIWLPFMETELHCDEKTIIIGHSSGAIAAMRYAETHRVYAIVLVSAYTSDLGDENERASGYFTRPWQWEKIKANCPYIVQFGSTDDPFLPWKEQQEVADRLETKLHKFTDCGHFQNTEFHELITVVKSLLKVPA
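Measured by: FP readout at 525/598 nm; material: recombinant human RBBP9; also added: Serine-hydrolase probe FP-Rh, 375 nM pre-mixing; medium: Tris buffer pH 8.0, NaCl, Pluronic; replication: one well per compound; doses: one concentration, 7.94 µM nominal, 0.794% DMSO; timing: preincubation 30 min plus labeling 45 min at 25 °C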
NPY1 pot ag – NPY-Y1 receptor potentiators or agonists, primary screen, cell-based | Neuropeptide Y receptor type 1 (Homo sapiens), P25929 | NPY-Y1 expressing cells, potentiator/agonist activation | activation, % at 3.6 µM | actives 0.37% (n = 220,000); in the data active = activation above about 33%, passing the limit was not always enough;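 note: cells stimulated with NPY at EC10 then isoproterenol at EC100; 0% = low agonist plus stimulus and 100% = saturating agonist plus stimulus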
NPY Y1 blocker – NPY-Y1 receptor antagonists, primary screen, cell-based | Neuropeptide Y receptor type 1 (Homo sapiens), P25929 | HEK293-CNG Y1 cells, membrane potential fluorescence; NPY at EC95, then isoproterenol | inhibition, % at 3.6 µM | actives 1% (n = 200,000);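 active = inhibition above the campaign mean inhibition of all tested compounds plus 3 SD, cut at about 20% in these data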;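 note: 0% = DMSO wells given NPY plus isoproterenol and 100% = isoproterenol alone without NPY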
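Material: HEK293 cells co-expressing NPY Y1 receptor and cyclic-nucleotide gated channel. Timing: compound incubation 1 h at room temperature, readout 45 min post-stimulation. Signal: fluorescence, membrane potential probe.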
S1P4 agonist – S1P4 receptor agonists, primary screen, cell-based. activation, % at 4.98 µM. actives 0.35% (n = 220,000). S1P4-expressing cell line, agonist reporter assay. Sphingosine 1-phosphate receptor 4 (Homo sapiens), O95977; in the data active = activation above about 11%;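 note: 0% = DMSO vehicle and 100% = reference agonist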
Target sequence (O95977 whole entry, looked up): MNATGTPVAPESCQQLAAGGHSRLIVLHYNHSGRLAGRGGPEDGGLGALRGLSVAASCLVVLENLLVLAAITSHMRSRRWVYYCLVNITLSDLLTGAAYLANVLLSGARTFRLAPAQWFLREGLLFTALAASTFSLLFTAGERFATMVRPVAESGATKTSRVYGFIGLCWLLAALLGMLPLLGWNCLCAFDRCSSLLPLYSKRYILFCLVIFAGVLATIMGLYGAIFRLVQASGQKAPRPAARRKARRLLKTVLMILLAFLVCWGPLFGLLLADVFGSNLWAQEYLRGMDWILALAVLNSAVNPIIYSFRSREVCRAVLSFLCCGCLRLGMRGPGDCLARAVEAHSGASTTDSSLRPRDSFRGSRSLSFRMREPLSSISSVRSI
S1P4 antagonist – S1P4 receptor antagonists, primary screen, cell-based | Sphingosine 1-phosphate receptor 4 (Homo sapiens), O95977 | actives 0.26% (n = 220,000) | inhibition, % at 4.98 µM | S1P4-expressing cells, antagonist mode, reporter read-out; in the data active = inhibition above about 29%;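 note: 0% = wells stimulated with agonist and 100% = vehicle wells without agonist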
NPY2 pot ag – NPY-Y2 potentiators or agonists, primary screen, cell-based | Neuropeptide Y receptor type 2 (Homo sapiens), P49146 | cells expressing NPY-Y2, potentiator/agonist read-out | activation, % at 3.6 µM | actives 0.45% (n = 220,000) | AID 1359, 2008; in the data active = activation above about 27%;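 note: cells stimulated with NPY near EC25 plus isoproterenol at EC100; 0% = vehicle plus submaximal agonist and 100% = vehicle plus saturating agonist; some results beyond the cut were filed as inactive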
Target sequence (P49146 whole entry, looked up): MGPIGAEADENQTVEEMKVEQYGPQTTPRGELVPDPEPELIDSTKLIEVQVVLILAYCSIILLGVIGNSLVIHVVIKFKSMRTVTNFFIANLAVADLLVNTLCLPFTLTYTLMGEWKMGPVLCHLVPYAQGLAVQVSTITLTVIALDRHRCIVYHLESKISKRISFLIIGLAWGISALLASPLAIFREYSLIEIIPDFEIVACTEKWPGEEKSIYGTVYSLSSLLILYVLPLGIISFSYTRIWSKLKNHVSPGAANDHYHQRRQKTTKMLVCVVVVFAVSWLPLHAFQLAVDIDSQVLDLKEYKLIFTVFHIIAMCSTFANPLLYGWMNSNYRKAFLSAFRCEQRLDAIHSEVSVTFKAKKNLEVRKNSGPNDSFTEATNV
BaF3 parental – parental Ba/F3 cell viability inhibition, counter-screen for JAK2V617F inhibitor project, murine pro-B, CellTiter-Glo luminescence; CellTiter-Glo ATP luminescence; inhibition, % at 5.6 µM; actives 1.1% (n = 220,000); AID 1486, 2009;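 active = inhibition above a per-campaign cutoff, the mean inhibition of all tested compounds plus 3 SD, cut at about 27% in these data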;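 note: 0% = DMSO wells and 100% = JAK Inhibitor I control wells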
Runt-CBFb FRET – inhibitors of RUNX1 Runt–CBFb binding, primary screen, biochemical, FRET, Cerulean-Runt, Venus-CBFb, uHTS. actives 0.46% (n = 220,000). inhibition, % at 20 µM. AID 1496, 2009. Cerulean-Runt/Venus-CBFb FRET ratio 530/480, 1 h. Runt-related transcription factor 1 (Homo sapiens) + Core-binding factor subunit beta …;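 active = inhibition over about 50% at 20 µM in the single-dose screen, limit read from the data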;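 note: 0% = DMSO wells and 100% = excess unlabeled CBFb competitor control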
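Schedule: protein complex preformed 1 h, compound exposure 1 h, room temperature, dark; test system: Cerulean-labeled Runt domain protein; amount: 100 nM per protein; buffer or medium: Tris 50 mM pH 7.5, KCl, K2SO4, 0.01% BSA; read-out: loss of energy transfer signal; detection: FRET fluorescence; controls: 5 µM unlabeled CBFb as full-inhibition high control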
Ba/F3 V617F tox – reduced viability of JAK2V617F-dependent Ba/F3 cells, primary screen, JAK2V617F inhibitor project, cell-based, Ba/F3 EpoR-JAK2V617F, luminescence. AID 1446, 2008. ATP luminescence. inhibition, % at 5.6 µM. actives 1.1% (n = 220,000);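 active = inhibition above the campaign mean plus 3 SD over all tested compounds, cut at about 24% in these data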;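 note: cytokine-independent growth of Ba/F3 cells driven by EpoR plus mutant JAK2; 0% = DMSO-treated cells and 100% = JAK inhibitor I control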
Active calls of the source: *; · = not tested or not shown.

Fields – RBBP9 inh	NPY1 pot ag	NPY Y1 blocker	S1P4 agonist	S1P4 antagonist	NPY2 pot ag	BaF3 parental	Runt-CBFb FRET	Ba/F3 V617F tox
- CSc1ccccc1NC(=O)COc1ccc(S(=O)(=O)N2CCCC2)cc1
 : 1	1	-3	-3.8	-13	4	5	0	-1
- Nc1ccc2c(c1Cl)C(=O)c1ccc(N)c(Cl)c1C2=O
 : -6	-6	·	-0.8	2	8	5	-3	4
- O=C(O)c1ccccc1SC1CC(=O)N(c2ccc3c(c2)OCO3)C1=O (configuration not stated)
 : 2	-4	-3	0.7	4	7	6	12	1
- CCOC(=O)c1ccc(NC(=O)CCc2nc(-c3ccc(Cl)cc3)no2)cc1
 : -11	6	0	1.1	1	-1	6	-2	4
- COc1cc2[nH]c(=O)n(CCC(=O)N3CCN(Cc4ccccc4)CC3)c(=O)c2cc1OC
 : -8	4	-1	0.8	-38	12	5	2	0
- COc1cc(C(=O)COC(=O)Cc2cnc3sccn23)cc(OC)c1OC
 : -10	-9	-3	-1.7	-22	-7	3	-2	2
- CN1CCN(S(=O)(=O)c2ccc(N3CCN(C(=O)c4ccccc4)CC3)nc2)CC1
 : -3	-3	-4	-3.2	-3	15	0	0	-4
- N/C(=N\N=C\c1cccc(O)c1)c1nonc1N
 : -12	4	-1	-0.1	-15	0	1	0	-4
- CCOC(=O)Cc1csc(NC(=O)CCC(=O)O)n1
 : -5	13	·	-2.7	-2	-2	0	2	-4
- COc1ccc(OC)c(C2=NOC(C(=O)NCc3ccccn3)C2)c1 (configuration not stated)
 : -4	7	-2	0.1	-6	13	-3	1	-1
- COc1ccc(OCCSc2nc3nc(C)cc(C)n3n2)cc1
 : 7	-21	11	2.1	-17	-28	6	-1	1
- COc1cc(NC(=O)CCC(=O)O)nc(OC)n1
 : -4	10	0	-4.3	-19	2	1	0	0
- O=C(NCc1ccc(-c2nc3ccccc3s2)cc1)c1ccc(Br)o1
 : 2	-9	6	-0.3	-20	-7	2	-1	-3
- Cc1nnc(SCc2cc(=O)oc3cc(O)ccc23)n1Cc1ccccc1
 : 9	-14	15	1.6	-5	1	-3	85*	1
- CC(C)(CO)N1CCN(C(=S)Nc2ccccc2)CC1
 : -1	-12	·	-1.4	-10	-10	1	1	-2
- CCN(CC)C(=O)CSc1nc2ccccc2c(=O)n1-c1ccccc1OC
 : -8	-2	6	0.5	-23	1	6	2	7
- O=C(CN(CC1CCCO1)C(=O)CNS(=O)(=O)c1ccc(Cl)cc1)NCC1CCCO1 (configuration not stated)
 : 0	1	-2	2.6	3	2	0	0	7
- Cc1ccc(-c2nn(-c3ccccc3)cc2/C=N/NC(=O)c2ccc(Br)o2)cc1
 : -9	-11	-10	-3.4	-21	0	4	-2	3
- CCCCOc1ccc(-c2ncc(C(=O)OCC)c(N)n2)cc1
 : -11	-33	6	-1.4	-6	-5	5	-4	-1
- CC(C)N(c1ccccc1)c1ccc(NC(=S)NCCN(C)C)cc1
 : -1	26	-2	0.1	-6	13	6	3	0
- Cc1cc(C)c2c(N)c(C(=O)Nc3nccs3)sc2n1
 : -7	-26	8	-0.2	2	-3	8	56*	-1
- CC1=C(C(=O)NC(C)c2ccc3c(c2)OCCO3)C2(CCC(C)CC2)OC1=O (configuration not stated)
 : -4	7	-1	-1.3	5	0	2	·	3
- Cc1ccc(-c2cc(C(F)(F)F)n3nc(C(=O)Nc4c(C)n(C)n(-c5ccccc5)c4=O)cc3n2)cc1
 : -4	0	10	-0.4	15	-13	8	-3	1
- O=C1C=C(NCc2ccco2)CCC1
 : 3	7	7	0.7	-24	1	1	4	-2
- CCOC(=O)N1CCN(C(=O)c2ccc(CN(c3ccc(C)c(C)c3)S(C)(=O)=O)cc2)CC1
 : -8	6	0	2.4	-17	3	5	-2	2
- O=C(COc1ccc([N+](=O)[O-])cc1)Nc1cccnc1
 : 4	-6	-5	-3.1	11	-14	-1	-5	-4
- Cc1cc2ncc(C(=O)Nc3ccccc3)c(C)n2n1
 : -8	-5	-2	-4.7	-14	3	0	0	-3
- O=C(NCc1ccccc1)NC1(C(=O)Nc2ccc3c(c2)OCCO3)CCCCC1
 : -7	11	-2	0.3	-28	8	3	-4	-3
- CCCCCCCCCCn1ccc(=N)cc1
 : 2	-44	·	1.8	8	-21	100*	1	99*
- Cc1cc(C)c2c(n1)nn1c(N3CCN(c4ccccc4)CC3)cc(C)nc21
 : -4	-22	-1	-1.5	24	-10	6	-1	0

One compound at a time, from the list above:
`O=C(NCc1ccccc1)NC1(C(=O)Nc2ccc3c(c2)OCCO3)CCCCC1` is entered as RBBP9 inh = -7; NPY1 pot ag = 11; NPY Y1 blocker = -2; S1P4 agonist = 0.3; S1P4 antagonist = -28; NPY2 pot ag = 8; BaF3 parental = 3; Runt-CBFb FRET = -4; Ba/F3 V617F tox = -3
`Cc1cc2ncc(C(=O)Nc3ccccc3)c(C)n2n1` is entered as RBBP9 inh = -8; NPY1 pot ag = -5; NPY Y1 blocker = -2; S1P4 agonist = -4.7; S1P4 antagonist = -14; NPY2 pot ag = 3; BaF3 parental = 0; Runt-CBFb FRET = 0; Ba/F3 V617F tox = -3

Given as labelled records: entries from further up.
COc1cc(NC(=O)CCC(=O)O)nc(OC)n1
  RBBP9 inh: -4 | NPY1 pot ag: 10 | NPY Y1 blocker: 0 | S1P4 agonist: -4.3 | S1P4 antagonist: -19 | NPY2 pot ag: 2 | BaF3 parental: 1 | Runt-CBFb FRET: 0 | Ba/F3 V617F tox: 0
O=C(NCc1ccc(-c2nc3ccccc3s2)cc1)c1ccc(Br)o1
  RBBP9 inh: 2 | NPY1 pot ag: -9 | NPY Y1 blocker: 6 | S1P4 agonist: -0.3 | S1P4 antagonist: -20 | NPY2 pot ag: -7 | BaF3 parental: 2 | Runt-CBFb FRET: -1 | Ba/F3 V617F tox: -3
Cc1nnc(SCc2cc(=O)oc3cc(O)ccc23)n1Cc1ccccc1
  RBBP9 inh: 9 | NPY1 pot ag: -14 | NPY Y1 blocker: 15 | S1P4 agonist: 1.6 | S1P4 antagonist: -5 | NPY2 pot ag: 1 | BaF3 parental: -3 | Runt-CBFb FRET: 85* | Ba/F3 V617F tox: 1

Next part:
Fields – RBBP9 inh	NPY1 pot ag	NPY Y1 blocker	S1P4 agonist	S1P4 antagonist	NPY2 pot ag	BaF3 parental	Runt-CBFb FRET	Ba/F3 V617F tox
- COc1ccc(C(=O)NCc2nnc(SCC(=O)N3CCc4ccccc43)n2Cc2ccccc2)cc1
 : -9	-3	4	0.2	-9	3	10	-7	2
- CCOC(=O)C1CCN(C(=O)c2ccc3c(c2)OCO3)CC1
 : -3	-2	7	-0.2	-18	-11	4	3	1
- COc1cccc(N(C(=O)c2ccco2)c2nc(-c3sc(NC(=O)c4ccco4)nc3C)cs2)c1
 : -7	-10	1	-1.8	6	-1	5	3	2
- Cc1nc(-c2c(C(F)(F)F)noc2-c2ccc(O)cc2O)cs1
 : -5	7	-3	-0.8	-22	19	11	1	-2
- Fc1ccc(-n2c(-c3cc(C4CC4)[nH]n3)n[nH]c2=S)cc1Cl
 : -7	19	·	0.1	-17	-14	1	8	-2
- Cc1ccc(-n2ncc3c(=O)[nH]c(SCC(=O)N4CCC(C)CC4)nc32)cc1C
 : 0	3	7	-0.6	7	2	9	-17	-1
- CCOC(=O)C1=C(c2ccccc2)NC(SCC(=O)Nc2ccccc2C)=C(C#N)C1c1ccco1 (configuration not stated)
 : -28	6	-3	-1.5	4	2	-1	2	-1
- COC(=O)C1=NN(c2ccc(C)cc2)C2(S1)SC(C(C)=O)=C(C)N2c1ccccc1 (configuration not stated)
 : -9	-13	-1	1.3	-3	-1	3	2	-1
- O=C(CNC(=O)Cc1ccccc1)NCC(=O)OCC(=O)c1ccc(F)cc1
 : 5	9	-4	1.1	-12	11	2	-1	-2
- CS(=O)(=O)N(CC(O)CON=C1c2ccccc2-c2ccccc21)c1ccc(F)cc1 (configuration not stated)
 : -6	3	2	0.5	-3	1	4	-5	1
- CCCN(CCC)C1CC(=O)N(Cc2ccccc2)C1=O (configuration not stated)
 : -11	-5	-2	2.1	-9	13	2	4	-3
- O=C(NNC(=O)c1ccc([N+](=O)[O-])o1)c1ccccc1
 : -2	13	-1	-1.5	2	-9	-4	0	-2
- COc1ccc(N2CCN(Cc3nc4c(c(=O)n(C)c(=O)n4C)n3CCc3ccccc3)CC2)cc1
 : -7	19	6	-0.6	10	0	4	-3	-1
- COc1ccc(C(=O)NCc2ccc3c(c2)OCO3)cc1S(=O)(=O)N(C)Cc1ccccc1
 : -4	-17	3	0.2	-4	3	7	-2	1
- COc1cc(CN2CCC(C(=O)NC3CCCC3)CC2)cc(OC)c1O
 : 0	6	1	1.2	-5	-4	6	2	3
- CS(=O)(=O)N1CCc2cc(-c3csc(NC(=O)Cc4ccccc4)n3)ccc21
 : -7	29	5	1.6	3	14	4	-1	8
- N#CC1=C(N)OC2=C(C(=O)CCC2)C1c1cccs1 (configuration not stated)
 : -1	9	-1	1.4	3	-7	9	1	1
- O=c1c2c(nc3nc(CCc4ccccc4)[nH]n13)CCC2
 : -8	-17	8	-1.7	-15	-14	2	0	-3
- CCN1CCn2c3c(c4cc(Cl)ccc42)CCCC31 (configuration not stated)
 : -1	5	4	-0.1	-3	-13	2	-5	0
- O=C(O)/C=C/C(=O)Nc1ccccc1-c1ccccc1NC(=O)/C=C/C(=O)O
 : -5	6	7	0.2	-7	3	9	32	-1
- Cc1ccc(OCc2nnc(SCC(=O)Nc3nccs3)n2-c2ccccc2)cc1C
 : -3	10	4	3.4	6	-6	6	-5	2
- O=C(N/N=C/c1ccc(N2CCOCC2)s1)c1ccccc1Cl
 : -3	9	3	1.5	-12	-6	4	16	-4
- Cc1ccc(C(C(=O)NCC2CCCO2)N(Cc2ccccc2F)C(=O)Cn2nnc(-c3cccs3)n2)cc1 (configuration not stated)
 : -5	11	7	1.0	-16	-7	3	-2	3
